High-throughput results as filed in PubChem.
CHT allo act = human CHT allosteric activation | Q9GZV3 | CHT-expressing cells, membrane potential dye, choline EC20; stronger effect = higher value; LV-AA mutant CHT in HEK293 cells | B-score at 10 µM | actives 0.49% (n = 310,000) | AID 488977;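 active means initial fluorescence not abnormally high and integrated response B-score, plate-corrected, over 3 SD above library mean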
Target sequence (Q9GZV3 whole entry, looked up): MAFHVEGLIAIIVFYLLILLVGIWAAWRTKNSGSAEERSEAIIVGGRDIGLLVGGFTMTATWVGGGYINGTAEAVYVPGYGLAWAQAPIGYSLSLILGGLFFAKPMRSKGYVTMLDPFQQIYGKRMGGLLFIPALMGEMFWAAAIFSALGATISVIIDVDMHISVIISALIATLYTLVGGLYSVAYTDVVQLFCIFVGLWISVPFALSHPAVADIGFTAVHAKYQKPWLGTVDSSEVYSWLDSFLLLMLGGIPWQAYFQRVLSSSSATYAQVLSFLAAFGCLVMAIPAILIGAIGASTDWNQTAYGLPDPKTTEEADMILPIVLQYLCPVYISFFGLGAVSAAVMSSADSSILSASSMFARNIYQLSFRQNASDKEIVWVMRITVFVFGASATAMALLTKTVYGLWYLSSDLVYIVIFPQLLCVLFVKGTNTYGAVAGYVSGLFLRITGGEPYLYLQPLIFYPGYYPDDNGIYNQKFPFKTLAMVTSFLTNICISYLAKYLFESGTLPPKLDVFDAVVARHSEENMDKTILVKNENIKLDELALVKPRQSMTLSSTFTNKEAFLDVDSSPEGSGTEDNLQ
CHT inh = inhibits the human high affinity choline transporter; Q9GZV3; CHT-expressing cells, membrane potential dye, choline response; stronger effect = lower value; B-score at 10 µM; actives 0.86% (n = 310,000);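 active means B-score over 3 SD under the library average, and starting fluorescence ratio not unusually high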;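 further: choline stimulus applied at its EC90 after an EC20 pre-addition; B-score computed on integrated fluorescence ratio after choline addition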
STK33 inh = inhibitors of human STK33 kinase. Q9BYT3. purified STK33, MBP phosphorylation, ADP-Glo luminescence. inhibition, % at 10 µM. actives 0.073% (n = 320,000). AID 2661;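 active means inhibition at or above 25%, using the most active replicate where run in duplicate; inactive means inhibition below 25%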
Target sequence (Q9BYT3 whole entry, looked up): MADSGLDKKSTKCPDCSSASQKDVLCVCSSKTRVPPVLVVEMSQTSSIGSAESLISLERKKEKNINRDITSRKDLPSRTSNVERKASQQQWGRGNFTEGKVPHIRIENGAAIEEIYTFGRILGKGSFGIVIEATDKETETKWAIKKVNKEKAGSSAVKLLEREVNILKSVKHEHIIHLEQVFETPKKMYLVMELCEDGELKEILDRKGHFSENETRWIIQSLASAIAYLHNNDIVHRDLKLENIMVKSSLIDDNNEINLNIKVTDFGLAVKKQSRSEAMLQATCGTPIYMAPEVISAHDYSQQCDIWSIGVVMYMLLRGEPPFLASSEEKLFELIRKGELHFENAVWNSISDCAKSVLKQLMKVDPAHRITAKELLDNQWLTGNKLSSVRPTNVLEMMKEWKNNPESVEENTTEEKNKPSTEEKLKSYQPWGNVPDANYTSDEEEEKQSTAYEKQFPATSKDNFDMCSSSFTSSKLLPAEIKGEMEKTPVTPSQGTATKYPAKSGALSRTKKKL
Numbers without * were called inactive.

For CC(C)Oc1ccc(CNC(=O)Cn2ccc3cc(S(=O)(=O)N4CCCC4)ccc32)cc1 the results were CHT allo act inactive, CHT inh inactive and STK33 inh -0.1.
Screening Cc1[nH]c2ccc(F)cc2c1CCN(Cc1cccnc1)C(=S)Nc1ccc(F)cc1 returned CHT allo act inactive, CHT inh inactive and STK33 inh -0.2.
For Cc1cc(C)n2nc(S(=O)(=O)N(CC(C)C)CC(C)C)nc2n1 the results were CHT allo act inactive, CHT inh inactive and STK33 inh 1.5.
For c1ccc(C2=NOC(c3nnc(-c4ccccc4)o3)C2)cc1 (stereo not drawn) the results were CHT allo act inactive, CHT inh inactive and STK33 inh -2.7.
`CCCCN(CCCC)CC(O)COc1ccccc1Br` (stereo not drawn) gave CHT allo act 6.7*, CHT inh inactive and STK33 inh -2.1.
Screening COc1ccccc1CNC(=O)c1ccccc1C(=O)NC(C)(C)C(=O)NCc1ccccc1OC returned CHT allo act inactive, CHT inh inactive and STK33 inh -0.4.
For CC(=O)Nc1ccc(NC(=O)C2CCC(CNS(=O)(=O)c3cccc4nsnc34)CC2)cc1 (stereo not drawn) the results were CHT allo act inactive, CHT inh inactive and STK33 inh 0.4.
CCOC(=O)C1=C(N)OC2=C(C(=O)CC(C)(C)C2)C1c1cc(CSc2nnnn2C)cs1 (stereo not drawn) was read as CHT allo act inactive, CHT inh inactive and STK33 inh -0.4.
Screening CCCCCCC(C)n1[nH]c(=O)cc1N (stereo not drawn) returned CHT allo act inactive, CHT inh inactive and STK33 inh -1.3.
`O=C(CSc1nc2ccccc2o1)N1N=C(c2cccs2)CC1c1ccc(F)cc1` (stereo not drawn) gave CHT allo act inactive, CHT inh inactive and STK33 inh -0.4.
For COc1ccc(C(=O)C2CCCN(C/C=C/c3ccccc3OC)C2)c(OC)c1 (stereo not drawn) the results were CHT allo act inactive, CHT inh inactive and STK33 inh -0.2.
Screening CC(=O)c1ccc(NC(=O)C2C3C=CC(C3=C(c3ccccc3)c3ccccc3)C2C(=O)O)cc1 (stereo not drawn) returned CHT allo act inactive, CHT inh inactive and STK33 inh -1.7.
For COc1ccc(C(CC(=O)O)NC(=O)Nc2ccccc2)cc1OC (stereo not drawn) the results were CHT allo act inactive, CHT inh inactive and STK33 inh 0.8.
For COc1ccccc1C(=O)Nc1ccc2c(c1)CCCN2C(=O)c1cccs1 the results were CHT allo act inactive, CHT inh inactive and STK33 inh 3.6.
For Cc1cccc(N=C2NC(=O)/C(=C\c3cccs3)S2)c1 the results were CHT allo act inactive, CHT inh inactive and STK33 inh 2.2.

Entries listed so far that have an NH in an aromatic ring, in the order listed:
Screening Cc1[nH]c2ccc(F)cc2c1CCN(Cc1cccnc1)C(=S)Nc1ccc(F)cc1 returned CHT allo act inactive, CHT inh inactive and STK33 inh -0.2.
Screening CCCCCCC(C)n1[nH]c(=O)cc1N (stereo not drawn) returned CHT allo act inactive, CHT inh inactive and STK33 inh -1.3.

Additional compounds follow:
Screening O=C(NCc1ccccn1)Nc1cc(Cl)ccc1Cl returned CHT allo act inactive, CHT inh inactive and STK33 inh -1.0.
O=C(Nc1cccc(NC(=O)c2ccc([N+](=O)[O-])o2)c1)c1ccco1 was read as CHT allo act inactive, CHT inh inactive and STK33 inh 4.5.
c1ccc2c(c1)Cc1ccccc1O2 was read as CHT allo act inactive, CHT inh inactive and STK33 inh -1.6.
Screening CC(=O)Nc1ccc(-c2nnc(SCc3c(C)cc(C)cc3C)n2C)cc1 returned CHT allo act inactive, CHT inh inactive and STK33 inh 0.2.
`COc1ccc(N(Cc2ccccc2)C(=O)CSc2nnc(Cn3nnc4ccccc43)o2)cc1` gave CHT allo act inactive, CHT inh inactive and STK33 inh -1.6.
CC1(C)Cc2nc3oc4c(NCc5ccccc5)ncnc4c3cc2CO1 was read as CHT allo act inactive, CHT inh inactive and STK33 inh -2.1.
Screening CC1(C)CC(=O)C2=C(C1)NC(=O)NC2c1ccc(Cl)cc1 (stereo not drawn) returned CHT allo act inactive, CHT inh inactive and STK33 inh -1.2.
Cc1c(C(=O)N2CCCCC2)oc2ccc(Br)cc12 was read as CHT allo act inactive, CHT inh inactive and STK33 inh 0.6.
Cc1csc2cc(-c3cccc([N+](=O)[O-])c3)c(-c3cccc([N+](=O)[O-])c3)c[n+]12 was read as CHT allo act 9.3*, CHT inh inactive and STK33 inh -1.8.
`COc1cccc(-n2nc(C(=O)Nc3ccc4c(c3)OCO4)c3ccccc3c2=O)c1` gave CHT allo act inactive, CHT inh inactive and STK33 inh 1.1.
`COc1cccc(SCc2noc(C(=O)NCCN(C)C)c2C(=O)NCCN(C)C)c1` gave CHT allo act inactive, CHT inh inactive and STK33 inh -0.5.
CC1(C)CC(=O)C=C(NCCN2CCN(C(=O)Nc3ccc(Cl)cc3)CC2)C1 was read as CHT allo act inactive, CHT inh inactive and STK33 inh -1.8.
COc1ccc([C@@H](C)NC(=O)c2ccc3oc(C(C)C)nc3c2)cc1 was read as CHT allo act inactive, CHT inh inactive and STK33 inh -0.4.
For CCOc1ccc(S(=O)(=O)N2Cc3ccccc3CC2C(=O)NCCCn2ccnc2)cc1 (stereo not drawn) the results were CHT allo act inactive, CHT inh inactive and STK33 inh 0.4.
`CCOC(=O)N1CCN(c2ccc([N+](=O)[O-])cc2)CC1` gave CHT allo act inactive, CHT inh inactive and STK33 inh -1.0.

Structural class, the compounds so far containing a COOH group (2)
Screening CC(=O)c1ccc(NC(=O)C2C3C=CC(C3=C(c3ccccc3)c3ccccc3)C2C(=O)O)cc1 (stereo not drawn) returned CHT allo act inactive, CHT inh inactive and STK33 inh -1.7.
For COc1ccc(C(CC(=O)O)NC(=O)Nc2ccccc2)cc1OC (stereo not drawn) the results were CHT allo act inactive, CHT inh inactive and STK33 inh 0.8.

New compounds follow.
Cc1cc(C(F)(F)F)n2nc(-c3cnn(C)c3C(F)(F)F)c(Cl)c2n1 was read as CHT allo act inactive, CHT inh inactive and STK33 inh -1.1.
For COc1cccc(-n2c(CCn3nc(C)c([N+](=O)[O-])c3C)n[nH]c2=S)c1 the results were CHT allo act inactive, CHT inh inactive and STK33 inh 0.0.
`C/C(=N\NC(=O)CNc1cccc(C(F)(F)F)c1)c1ccc(Br)cc1` gave CHT allo act inactive, CHT inh inactive and STK33 inh 0.4.
For CC1CCCC(C(=O)O)N1C(=O)CCSSCCC(=O)N1C(C)CCCC1C(=O)O (stereo not drawn) the results were CHT allo act inactive, CHT inh inactive and STK33 inh 0.9.
Screening Cc1nn(S(=O)(=O)c2cccc([N+](=O)[O-])c2)c(C)c1S(=O)(=O)N1CCOCC1 returned CHT allo act inactive, CHT inh inactive and STK33 inh -1.3.
`COc1ccc(S(=O)(=O)N2CCN(c3ccc(F)cc3)CC2)cc1OC` gave CHT allo act inactive, CHT inh inactive and STK33 inh -0.4.
`Cc1ccc(C(=O)N/C(=C\c2ccccc2)C(=O)NCC2CCCO2)cc1` (stereo not drawn) gave CHT allo act inactive, CHT inh inactive and STK33 inh -1.0.
`CCC(C)CCN1C(Nc2ccccc2)=NC[C@@H]1C` (stereo partly drawn) gave CHT allo act inactive, CHT inh inactive and STK33 inh -0.1.
For O=C(CSc1ncn[nH]1)NNC(=O)c1ccccc1 the results were CHT allo act inactive, CHT inh inactive and STK33 inh -0.9.
`COc1ccc(OC)c(C(=O)CSc2nc3cccnc3n2C)c1` gave CHT allo act inactive, CHT inh inactive and STK33 inh -1.0.
For Nc1nc(-c2cccnc2)nn1C(=O)CCc1ccccc1 the results were CHT allo act inactive, CHT inh inactive and STK33 inh -0.6.
`COc1ccc(C(=O)OCc2nnc(-c3ccccc3)o2)cc1S(=O)(=O)N1CCOCC1` gave CHT allo act inactive, CHT inh inactive and STK33 inh -0.3.
Screening O=C(OCC(=O)N1CCCc2ccccc21)c1cc(Br)ccc1O returned CHT allo act inactive, CHT inh inactive and STK33 inh 0.3.
Screening Cc1ccc(-c2cc(C(=O)NCCCN3CCCC3)c3ccccc3n2)cc1C returned CHT allo act inactive, CHT inh inactive and STK33 inh 0.2.
For O=C(NC(=S)Nc1cc([N+](=O)[O-])ccc1O)C1CC1 the results were CHT allo act inactive, CHT inh inactive and STK33 inh 5.0.
For COc1ccc(C(C)NC(=O)Cc2cccs2)cc1OC (stereo not drawn) the results were CHT allo act inactive, CHT inh inactive and STK33 inh -1.2.
Screening COc1ccc(-c2nnc(SCC(=O)NCc3cccs3)n2CC(C)C)cc1 returned CHT allo act inactive, CHT inh inactive and STK33 inh -0.8.
COc1ccc(N(C(=O)c2cnccn2)C(C(=O)NC2CCCCC2)c2ccc(O)cc2)cc1 (stereo not drawn) was read as CHT allo act inactive, CHT inh inactive and STK33 inh 0.7.
Screening O=C(CN1CCN(Cc2ccc3c(c2)OCO3)CC1)c1c[nH]c2ccccc12 returned CHT allo act inactive, CHT inh inactive and STK33 inh -1.4.
`COc1cc(C(O)C(=O)O)ccc1O` (stereo not drawn) gave CHT allo act inactive, CHT inh inactive and STK33 inh -5.6.
`COc1ccc(NC(=O)CSc2nccn2Cc2ccc(F)cc2)cc1` gave CHT allo act inactive, CHT inh inactive and STK33 inh -1.6.
`CC(C)(C)c1ccc(C(=O)N2CCC(C(=O)c3ccccc3)CC2)cc1` gave CHT allo act inactive, CHT inh inactive and STK33 inh 0.0.
`COc1ccc(CN(C(=O)CNC(=O)c2ccco2)C(C(=O)NCC2CCCO2)c2ccc(OC)c(OC)c2)cc1` (stereo not drawn) gave CHT allo act inactive, CHT inh inactive and STK33 inh -0.4.
For COc1cccc(C(=O)N2N=C(c3ccccc3)CC2(O)C(F)(F)F)c1 (stereo not drawn) the results were CHT allo act inactive and CHT inh inactive.
`COc1ccc(CCNC(=O)c2ccc(-c3ccc([N+](=O)[O-])cc3)o2)cc1OC` gave CHT allo act inactive, CHT inh inactive and STK33 inh -1.4.
`CCC(=O)NC(=S)Nc1ccc(NC(=O)c2ccc([N+](=O)[O-])cc2)cc1` gave CHT allo act inactive, CHT inh inactive and STK33 inh 17.
CCn1c(=S)sc2c(=O)n(CC(=O)Nc3cccc(OC)c3)c(C)nc21 was read as CHT allo act inactive, CHT inh inactive and STK33 inh -2.4.
CCCOC(=O)c1ccc(-c2c(C)noc2-c2ccc(OC)cc2O)o1 was read as CHT allo act inactive, CHT inh inactive and STK33 inh -0.3.
Screening CCOC(=O)c1ccc(-c2ccc(/C=N/NC(=O)CN(c3ccccc3Cl)S(C)(=O)=O)o2)cc1 returned CHT allo act inactive, CHT inh inactive and STK33 inh -0.8.
Cc1sc2nc(SCc3ccccc3)n(Cc3ccco3)c(=O)c2c1C was read as CHT allo act inactive, CHT inh inactive and STK33 inh -0.4.

Structures shown so far that contain bromine (4):
`CCCCN(CCCC)CC(O)COc1ccccc1Br` (stereo not drawn) gave CHT allo act 6.7*, CHT inh inactive and STK33 inh -2.1.
Cc1c(C(=O)N2CCCCC2)oc2ccc(Br)cc12 was read as CHT allo act inactive, CHT inh inactive and STK33 inh 0.6.
`C/C(=N\NC(=O)CNc1cccc(C(F)(F)F)c1)c1ccc(Br)cc1` gave CHT allo act inactive, CHT inh inactive and STK33 inh 0.4.
Screening O=C(OCC(=O)N1CCCc2ccccc21)c1cc(Br)ccc1O returned CHT allo act inactive, CHT inh inactive and STK33 inh 0.3.

Additional structures follow.
Screening Fc1cccc(Cc2noc(CN3CCCCC3c3ccccn3)n2)c1 (stereo not drawn) returned CHT allo act inactive, CHT inh inactive and STK33 inh -0.6.
`CC(C)(C)C(=O)NC1(C(F)(F)F)C(=O)Nc2c1c(=O)[nH]c(=O)n2Cc1ccco1` (stereo not drawn) gave CHT allo act inactive, CHT inh inactive and STK33 inh 0.0.
For O=C(Nc1ccccc1C(=O)O)c1cc(S(=O)(=O)N2CCOCC2)c(Br)s1 the results were CHT allo act inactive, CHT inh inactive and STK33 inh -0.3.
Screening N#CCSc1nc2ccc(N3CCOCC3)cc2c(=O)n1CCc1ccccc1 returned CHT allo act inactive, CHT inh inactive and STK33 inh -1.5.
For CC1(C)Cc2cccc(OCC(O)CNCc3ccccn3)c2O1 (stereo not drawn) the results were CHT allo act inactive, CHT inh inactive and STK33 inh -1.5.
Screening CCC(CC)c1nn2c(N)c(/C=C3\C(C)=Nc4ccccc43)c(=O)nc2s1 returned CHT allo act inactive, CHT inh inactive and STK33 inh -0.3.
`COc1cc(C2Nc3ccccc3C(=O)N2c2ccccc2OC)ccc1O` (stereo not drawn) gave CHT allo act inactive, CHT inh inactive and STK33 inh -1.8.
O=C(CCCOc1ccccc1)NN1C(=O)NC2(CCCCC2)C1=O was read as CHT allo act inactive, CHT inh inactive and STK33 inh -2.3.
COc1cc(Cn2c(N)c(C#N)c3nc4ccccc4nc32)cc(OC)c1 was read as CHT allo act inactive, CHT inh inactive and STK33 inh -0.2.
CCOc1cc(/C=C2\CCn3c2nc2cc(Cl)ccc2c3=O)ccc1O was read as CHT allo act inactive, CHT inh inactive and STK33 inh -1.8.
`Cc1ccc(S(=O)(=O)N2CCC(C(=O)C3C(=O)CCCC3=O)CC2)cc1` gave CHT allo act inactive, CHT inh inactive and STK33 inh 0.7.
`CN1CCc2c(C#N)c(N3CCCCC3)nc(N3CCOCC3)c2C1` gave CHT allo act 7*, CHT inh inactive and STK33 inh 0.5.
`COc1ccc(CCNC(=O)CSc2ccccn2)cc1OC` gave CHT allo act inactive, CHT inh inactive and STK33 inh -1.4.
Screening COc1ccc(OCc2cc(C(=O)N3CCCC(OC)C3)no2)c2ccccc12 (stereo not drawn) returned CHT allo act inactive, CHT inh inactive and STK33 inh 0.1.
CCOC(CNC(=O)CN1C(=O)COc2ccc(S(=O)(=O)N3CCOCC3)cc21)OCC was read as CHT allo act inactive and CHT inh inactive.
